LDHA inh – LDHA (human) enzyme inhibition; P00338; purified LDHA, NADH/diaphorase-resazurin fluorescence; stronger effect = lower value; activity change, % (values are at about 110 or 230 µM); 480,000 tested, 0.15% active; in the data active = activity change below about -30%; inconclusive = mostly about -25% to -30%;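 also: plate controls were DMSO wells for no effect and wells without enzyme for full effect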
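Enzyme activity of human lactate dehydrogenase 5 (2 nM; 0.06 mM NADH, 0.2 mM pyruvate, 5 min, RT) is measured via a resazurin/diaphorase fluorescence readout of residual NADH.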
Vif-A3G inh – inhibitors of Vif-APOBEC3G interaction. Q9HC16. HeLa A3G-eYFP + Vif (tagged APOBEC3G with the HIV-1 protein that degrades it), YFP fluorescence, overnight. Potency, µM (highest dose often 46.1 µM), for inactives: at the top dose activity, negative = active, hits mostly inhibitors. 410,000 tested, 0.076% active. AID 602310;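 also: potency is read from the fitted curve at half-maximal effect; % is scaled to controls: 0 for no effect and ±100 for the full control effect; nearly all actives have a fitted effect of over 60% in size; hits raise eYFP signal because A3G escapes Vif-driven loss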
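HeLa cells stably expressing Vif and C-terminally eYFP-tagged A3G, seeded overnight at 37 deg C, then exposed to compound by pintool overnight at 37 deg C. Rise in yellow fluorescence (Ex 488/Em 500-530, Acumen) marks blocked Vif-driven A3G degradation.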
D2 ag – activates the human D2 dopamine receptor | P14416 | HEK293 T-REx D2 cells, calcium flux agonist mode | activation, % at 2 µM | 340,000 tested, 0.53% active | AID 485358;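 active = activation over 3 SD above normal in the single-dose calcium agonist read, cut at about 30% in these data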; also: 0% is about no effect
Target sequence (P14416 whole entry, looked up): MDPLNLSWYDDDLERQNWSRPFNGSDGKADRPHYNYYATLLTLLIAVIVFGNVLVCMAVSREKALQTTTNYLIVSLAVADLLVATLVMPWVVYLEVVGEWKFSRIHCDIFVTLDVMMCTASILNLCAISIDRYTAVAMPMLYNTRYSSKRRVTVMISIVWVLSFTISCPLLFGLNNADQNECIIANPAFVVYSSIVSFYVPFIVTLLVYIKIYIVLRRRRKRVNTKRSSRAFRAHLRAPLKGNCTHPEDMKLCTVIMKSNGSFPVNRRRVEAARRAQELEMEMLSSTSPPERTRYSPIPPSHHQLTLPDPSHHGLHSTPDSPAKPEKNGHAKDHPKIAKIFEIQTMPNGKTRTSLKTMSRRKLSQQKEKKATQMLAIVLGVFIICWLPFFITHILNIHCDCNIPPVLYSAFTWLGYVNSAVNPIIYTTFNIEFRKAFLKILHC
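HEK293 Trex D2 cells, tetracycline-induced, o/n 30 C 5% CO2; no-wash Ca dye, RT 30–90 min; 10-cycle baseline, 23 nl cpd added, kinetic Ca read 180 s; agonist hits = positive Ca response.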
GRP78 ERSR act – inducers of ER stress response in human glioma cells | U87-MG GRP78 promoter luciferase reporter, 16 h | Potency, µM, inactives show top-dose activation, most hits filed as activators | 420,000 tested, 0.02% active | AID 602332; also: potency is read from the fitted curve at half-maximal effect; series mostly up to about 76 µM; % of control where 0% means no effect; nearly all actives have a fitted effect of over 35% in size
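Stably transfected U87-MG human glioma cells carrying a GRP78-based luminescent sensor were seeded at 1000 cells/well, pin-dosed with compounds and incubated 16 h. Luciferase reagent was then added, and end-point luminescence was read after 10 min at room temperature.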
ERG-DNA inh – ERG Ets/DNA interaction inhibition | P11308 | Potency, µM (doses to about 76.9 µM), for inactives: at the highest dose FP activity, negative = inhibition, most hits filed as inhibitors | fluorescence polarization, His-ERG Ets domain / labelled DNA | 370,000 tested, 0.028% active; active = well fitted inhibition curve with a large enough effect in the polarisation, with a control signal flat; inconclusive = small, poorly fitted or top-dose-only effect, or effect the other way, or a change in a side signal; inactive = no such curve, though single readings can be large or run the other way; the % refers to the polarisation;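 also: polarization taken with two DNA probes labelled with fluorescein and Texas red; potency is read from the fitted curve at half-maximal effect; % of control where 0% means no effect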
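His-tagged ERG Ets domain (1 uM in the protein solution; 300mM KCl, 50mM Tris-HCl, 1mM EDTA, 1mM DTT, pH 7.5) received compound, then a probe mix of 5 nM fluorescein-DNA and 100nM Texas-615-DNA. Fluorescence polarization was read for both dyes.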
D2 antagonist – antagonists of human D2 dopamine receptor; inhibition, % at 10 µM; 340,000 tested, 2% active; HEK293 TREx D2 cells, calcium flux, dopamine EC80; P14416; in the data active = inhibition above about 30%; also: 0% is about no effect
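Calcium mobilization kinetics were recorded at 1 s intervals in tetracycline-induced HEK293 T-REx D2 cells, first for 180 s after compound addition and then 180 s after EC80 dopamine.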
Vif-A3F inh – blocks the Vif interaction with APOBEC3F; HeLa A3F-eYFP + Vif (tagged APOBEC3F with the HIV-1 protein that degrades it), YFP fluorescence increase; Potency, µM (series often up to 46.1 µM), for the others: at the top dose activity, negative = active; 390,000 tested, 0.2% active; also: potency is read from the fitted curve at half-maximal effect; % of control where 0% means no effect; nearly all actives have a fitted effect of over 65% in size
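HeLa cells stably expressing A3F-eYFP plus Vif, plated and incubated overnight at 37 deg C, then exposed to compounds overnight at 37 deg C. Blocked degradation read as raised yellow fluorescence (Ex 488/Em 500-530).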
ALOX12 inh – ALOX12 (human) lipoxygenase inhibition; P18054; purified 12hLO, xylenol orange hydroperoxide absorbance; Potency, µM (highest dose often 108 µM), for the others: at the top dose activity change, negative = inhibition, hits mostly inhibitors; 580,000 tested, 1.1% active; AID 1671190; also: potency is read from the fitted curve at half-maximal effect; % is scaled to controls: 0 for no effect and ±100 for the full control effect
Target sequence (P18054 whole entry, looked up): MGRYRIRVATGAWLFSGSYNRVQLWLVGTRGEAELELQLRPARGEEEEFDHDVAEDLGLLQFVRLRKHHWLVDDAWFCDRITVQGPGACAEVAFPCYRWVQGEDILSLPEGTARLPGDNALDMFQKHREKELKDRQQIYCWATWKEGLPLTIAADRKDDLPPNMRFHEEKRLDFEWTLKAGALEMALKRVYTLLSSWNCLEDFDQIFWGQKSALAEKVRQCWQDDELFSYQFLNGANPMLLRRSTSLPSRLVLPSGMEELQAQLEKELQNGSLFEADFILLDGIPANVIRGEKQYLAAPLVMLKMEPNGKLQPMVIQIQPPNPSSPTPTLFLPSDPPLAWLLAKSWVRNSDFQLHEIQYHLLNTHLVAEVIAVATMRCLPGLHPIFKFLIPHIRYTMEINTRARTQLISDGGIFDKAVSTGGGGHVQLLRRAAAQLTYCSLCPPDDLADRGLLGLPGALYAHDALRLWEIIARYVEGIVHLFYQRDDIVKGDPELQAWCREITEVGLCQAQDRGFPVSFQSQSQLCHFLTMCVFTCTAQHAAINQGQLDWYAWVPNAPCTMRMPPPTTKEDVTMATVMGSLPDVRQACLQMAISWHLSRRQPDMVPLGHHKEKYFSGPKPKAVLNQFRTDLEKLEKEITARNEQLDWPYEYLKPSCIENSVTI
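Purified human 12hLO (150 nM final) in 25 mM Hepes, 0.01% Triton X-100, pH 7.0 was preincubated 15 min at room temperature with compound. Then 40 uM arachidonic acid was added, 30 min. Hydroperoxide was read by Fe-XO absorbance ratio 573/405 nm.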
RGS4 inhibitor – human RGS4 inhibition; Transcreener GDP fluorescence polarization, RGS4-accelerated GTP hydrolysis; Potency, µM (titrated, usually from 114 µM), inactives show at the top dose activity change, negative = inhibition, usual class: inhibitors; 390,000 tested, 0.039% active; also: potency is read from the fitted curve at half-maximal effect; % is scaled to controls: 0 for no effect and ±100 for the full control effect; nearly all actives have a fitted effect of over 75% in size; some results filed as inactive show a strong effect at the top dose
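MLSMR compounds (23 nl, pin-transferred) preincubated 10 min at room temperature with a 500nM (2x) first reagent, then RGS4 at 900nM (2x) plus Transcreener GDP mix added; fluorescence polarization (620/688 nm) read before and after 90 min at 30 °C.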
Starred values were filed as active, the others as inactive; ? = inconclusive; / = no result given; & = joins results of further samples; [ ] = dose if it differs, or a comment. Unless noted, calls follow the shape of the dose curve; as a rule, active = well fitted curve in the direction sought with a large enough effect; inconclusive = small, poorly fitted or top-dose-only effect, or another doubt; inactive = no such curve, though single readings can be large; an effect the other way counts as inactive or inconclusive. The list is partial; rates above refer to the full screens.

Values run as follows: LDHA inh	Vif-A3G inh	D2 ag	GRP78 ERSR act	ERG-DNA inh	D2 antagonist	Vif-A3F inh	ALOX12 inh	RGS4 inhibitor
> O=c1oc2ccccc2cc1-c1cn2ccccc2n1
    1&10	-11%	-0.6	-14%	4%	8	-3%	-14%&-14%	-21%
> OCCC1CN(Cc2nc(-c3ccccc3)cs2)CCN1C1CCCC1 (configuration not stated)
    1	-6%	-2.1	-4%	-3%	-16	4%	-6%	-17%
> CC(=O)NCCc1cc2ccc(C)c(C)c2[nH]c1=O
    1	1%	-0.1	-1%	15%	-4	7%	41%[activator][57.4 µM]	-25%
> O=C(NCCC1=CCCCC1)c1ccc(=O)oc1
    -3	-10%	0.1	0%	5%	-1	-7%	0%	9%
> Cc1cc(C)c(CN2CCN(C(=O)Cn3ccc(NC(=O)OCc4ccccc4)nc3=O)CC2)c(C)c1
    -10	-21%	/	-2%	13%	/	?	-25%	-6%
> Cc1nc(NCCc2ccccc2)sc1C(=O)O
    -7	0%	0.0	2%	0%	-5	-8%	-5%	3%
> COc1ccc(N(CC(=O)Nc2ccc(C)c(C)c2)S(=O)(=O)c2c(C)n[nH]c2C)cc1
    -3	2%	0.6	-2%	1%	-10	3%	-13%	-32%
> Cc1nc(-c2ccc(S(=O)(=O)NCc3cccnc3)s2)cs1
    -12	5%	4.0	-2%	15%	-4	0%	0%	-7%
> CC1C(=O)OC2C1CCC1(C)CCC(=O)C(C)C21 (configuration not stated)
    -2	0%	0.0	-1%	-16%	-10	10%	?	-28%[56.9 µM]
> Cc1ccc(-c2nn(C)c(=O)c3ccccc23)cc1CO
    -5	0%	-1.0	2%	7%	27	-7%	10%	3%
> CN(C(=O)CC1C(=O)NCCN1Cc1ccc(F)c(F)c1)C1CCCCC1 (configuration not stated)
    6	0%	0.6	-1%	5%	-5	-8%	0%	12%
> Cc1cc(Cl)ccc1-c1cc2nc(NCCCN(C)C)n(C)c(=O)c2s1
    -6	?	/	-6%	/	/	/	?	/
> CC(Sc1nnc(-c2ccco2)n1C)C(=O)Nc1nccs1 (configuration not stated)
    -4	1%	-0.2	-3%	1%	1	?	?	-6%
> CCN(C(=O)CSc1ncccn1)C1CCS(=O)(=O)C1 (configuration not stated)
    -14	8%	/	-2%	0%	/	-8%	-1%	-11%
> O=C(Nc1ccccc1C(=O)NC(Cc1ccccc1)C(=O)NC1CCCCC1)c1ccccc1 (configuration not stated)
    -4	-4%	-0.2	-2%	-1%	-10	-29%	-6%	-2%
> CCCC(=O)N1CCN(c2ccc(NC(=O)c3cccs3)cc2Cl)CC1
    -8	1%	0.2	0%	-8%	-9	-3%	11%	29%
> N#Cc1ccc(Cl)cc1NC(=O)COC(=O)c1ccc(S(=O)(=O)N2CCCC2)cc1
    -6	1%	0.4	-5%	-3%	4	-8%	0%	24%
> Cc1cccc(NC(=O)COc2ccc3oc4c(c3c2)CCCC4)n1
    -2	1%	-1.5	6%	9%	-5	-7%	-12%	-14%
> COc1ccccc1-c1c(C)oc2cc(OC(=O)c3ccco3)ccc2c1=O
    3	1%	-0.1	-5%	-11%	-5	0%	-16%	10%
> COc1ccc(C(=O)NCCNc2ncc(C(F)(F)F)cc2Cl)cc1[N+](=O)[O-]
    4	2%	0.6	-4%	5%	2	-5%	-12%	-2%
> CC(C)C[C@H]1CN=C(Nc2ccccc2)N1CCCC1CCCC1
    -5	-2%	0.6	-5%	15%	-14	-16%	-15%	34%
> Cc1c(C(=O)N2CCCC2)sc(NC(=O)c2cccc(Cl)c2)c1C#N
    -6	-1%	-0.8	0%	/	-17	-2%	-26%	11%
> Cc1nn(C(C)C(=O)NCc2ccccc2F)c(=O)c2nn(-c3ccccc3)c(C)c12 (configuration not stated)
    -1	2%	-0.6	-5%	0%	-8	6%	-17%	2%
> O=C(Nc1nnc(C2CCCO2)s1)c1cccs1 (configuration not stated)
    -6	2%	0.5	5%	-4%	-4	-8%	4%	-13%
> C/C(=N\NC(N)=O)c1cc(Cl)cc(Cl)c1O
    5	0%	0.8	-7%	4%	54*	-3%	263%[activator]	12%
> C[C@H]1CN(c2ccc(Br)cc2)C(=O)[C@@H]1CC(=O)Nc1ccc(Br)cc1
    -1	4%	/	1%	/	/	-2%	-13%	/
> Cc1ccc(C)c(NC(=O)C2(C)CCN2C(=O)C(C)C)c1 (configuration not stated)
    -6	2%	/	-2%	/	/	/	1%	/
> O=C1NCCOC(=O)[C@@H](Cc2ccc(F)cc2)C/C=C\C[C@@H]1CC(=O)N(CCO)Cc1ccccc1
    -8	3%	/	-1%	-6%	/	-3%	0%	13%
> C[C@]12CCC(=O)C[C@@H]1CC[C@@H]1[C@@H]2CC[C@]2(C)[C@@H](C(=O)COC(=O)CCC(=O)O)CC[C@@H]12
    0&-1	-5%&1%	-0.6&2.1	-6%&-3%	-14%&2%	-1&2	-3%&-2%	13%&0%	7%&8%
> Nc1nc2ccccc2n1/N=C/c1ccc(-c2ccccc2)o1
    -1	-23%	-1.4	1%	-2%	4	-10%	-1%	-17%
> Cc1ccc(/C=N/N(Cc2ccccc2)c2ccccc2)o1
    -1	0%	-0.2	-5%	4%	13	-1%	-27%	-43%
> CC(NC(=O)CCC(=O)NCc1ccc(F)cc1)c1ccccc1 (configuration not stated)
    1	-1%	0.1	-1%	3%	-2	1%	0%	13%
> COc1cc(/C=N/N(C)c2ccccc2)ccc1O
    4	-29%	/	8%	-7%	/	-7%	?	20%
> Cc1ccc(S(=O)(=O)N2CCCCC2)cc1C(=O)Nc1ccc(N2CCOCC2)cc1
    -5	1%	0.3	-1%	8%	17	0%	-10%	-9%
> O=C(COc1ccc(Br)cc1)NNC(=S)NCc1ccccc1
    -2	1%	0.3	10%	6%	-24	7%	?	-9%
> COc1ccc(OC)c(-n2c(=S)[nH]c3cc(C(=O)N(C)Cc4ccccc4)ccc3c2=O)c1
    -5	-9%	-0.5	-2%	0%	-3	-11%	-15%	-2%
> COc1ccc(OC)c(Nc2nc(NCCCN(C)C)nc(N)c2[N+](=O)[O-])c1
    1	0%	0.8	-4%	13%	24	9%	13%	2%
> CC(=O)CCc1ccc2oc(C(=O)O)c(C)c2c1
    -3	0%	0.0	-5%	2%	-8	0%	-25%	5%
> C1=CC2(C=C1)OC21CCC2(C=CC3(C2)OC3C2CCCCC2)CC1 (configuration not stated)
    0	0%	/	-1%	/	/	0%	?	/
> Cc1cccc(C(=O)NNc2ncnc3c2cnn3-c2ccc(C)c(Cl)c2)c1
    -1	2%	0.5	-3%	2%	/	2%	?	18%
> COc1ccc(NC(=O)c2cc(S(=O)(=O)N3CCOCC3)ccc2OC)cc1
    1	3%	7.8	-2%	-4%	/	-4%	-27%	-30%
> CCCCNC(=O)c1onc(CSc2ccccn2)c1C(=O)NCCCC
    4	-10%	/	-3%	-2%	/	2%	-5%	0%
> COc1ccc(-n2c(SCC(=O)N3CCCCC3C)nnc2-c2cccnc2)cc1 (configuration not stated)
    -2	3%	0.3	0%	-11%	-24	8%	0%	6%
> COc1ccccc1CNC(=O)CCNS(=O)(=O)c1cccc2nonc12
    -2	-4%	0.3	-3%	-4%	-2	1%	2%	-17%
> CC(=O)Nc1nc2c(s1)C(=O)NCC(C)(C)C2
    1	0%	-0.9	-5%	-1%	13	17%	0%	10%
> CS(=O)(=O)Nc1nc2n(n1)C(c1ccc(F)cc1)CC(c1ccccc1)N2 (configuration not stated)
    -10	0%	0.5	7%	-10%	10	1%	-4%	21%[11.4 µM]
> Cc1ccc(NC(=O)C(OC(=O)c2ccc(F)cc2)c2ccccc2)cc1Cl (configuration not stated)
    2	-2%	1.3	5%	8%	1	-8%	-26%	-18%
> CCOc1cc(C(c2c(C)[nH][nH]c2=O)c2c(C)[nH][nH]c2=O)ccc1OS(=O)(=O)c1ccccc1
    20	2%	-0.4	-4%	3%	-7	-1%	0%	?
> CNC(=S)Nc1ccc(OC(F)(F)F)cc1
    -2	0%	-0.5	-1%	16%	-16	3%	-30%	-2%
> O=C(c1ccco1)N1CCN(C(=O)C2(S(=O)(=O)c3ccc(Cl)cc3)CC2)CC1
    -7	-6%	-0.2	0%	-3%	14	-10%	-19%	-4%
> Cn1c(SCC(=O)Nc2ccc3nc(SCC(=O)N4CCCC4)sc3c2)nnc1-c1ccc(N)cc1
    -5	-6%	0.7	2%	-8%	8	-5%	/	-9%
> NS(=O)(=O)c1ccc(CCNC(=O)COC(=O)Cc2ccc([N+](=O)[O-])cc2)cc1
    -7	-1%	0.1	-2%	3%	-4	6%	-3%	-2%
> C/C(=N/Nc1ncc(C(F)(F)F)cc1Cl)c1ccncc1
    -3	-12%	0.2	-1%	-3%	-16	-2%	-2%	4%
> O=C(NCc1ccc(F)cc1)C1CC(=O)N(CCc2ccccc2)C1 (configuration not stated)
    -5	1%	-0.3	-4%	10%	14	2%	-8%	7%
> CN(Cc1c(C(=O)N/N=C/c2ccccc2F)nnn1-c1nonc1N)c1ccccc1
    -2	-4%	-0.8	-4%	-19%	5	4%	-2%	13%
